MEKK2wt PB1 HTS: raises or lowers MEK5 binding to wildtype human MEKK2 PB1 domain; AID 1531; Q9Y2U5; binding response (% of control), % at 10 µM; bead flow cytometry, Alexa488-MEK5 binding to MEKK2 WT; actives lie on both sides; hit rate 1.1% among 290,000; in the data active = binding response below about 67% or above about 130%
M18AAP inhibitor: blocks P. falciparum M18 aspartyl aminopeptidase; recombinant PfM18AAP, H-Glu-NHMec fluorogenic cleavage; inhibition, % at 7.35 µM; hit rate 1.2% among 290,000; AID 1822;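 active = inhibition above the campaign mean inhibition over all tested compounds plus 3 SD, cut at about 28% in these data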;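 also: 0% = plate median of test compound wells and 100% = 2 mM ZnCl2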
MEKK3 PB1 HTS: MEKK3-MEK5 PB1 interaction, increase or decrease. hit rate 1.4% among 290,000. binding response (% of control), % at 10 µM. Q99759. bead-based flow cytometry, Alexa488-MEK5 binding to MEKK3; actives lie on both sides; 0 = blocked by unlabeled MEK5, 100 = vehicle;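 active = binding response more than 3 SD above or below the average of its plate-row segment, actives on both sides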;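 also: Alexa488 bead fluorescence after subtracting the streptavidin-only scavenger bead signal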
Target sequence (Q99759 whole entry, looked up): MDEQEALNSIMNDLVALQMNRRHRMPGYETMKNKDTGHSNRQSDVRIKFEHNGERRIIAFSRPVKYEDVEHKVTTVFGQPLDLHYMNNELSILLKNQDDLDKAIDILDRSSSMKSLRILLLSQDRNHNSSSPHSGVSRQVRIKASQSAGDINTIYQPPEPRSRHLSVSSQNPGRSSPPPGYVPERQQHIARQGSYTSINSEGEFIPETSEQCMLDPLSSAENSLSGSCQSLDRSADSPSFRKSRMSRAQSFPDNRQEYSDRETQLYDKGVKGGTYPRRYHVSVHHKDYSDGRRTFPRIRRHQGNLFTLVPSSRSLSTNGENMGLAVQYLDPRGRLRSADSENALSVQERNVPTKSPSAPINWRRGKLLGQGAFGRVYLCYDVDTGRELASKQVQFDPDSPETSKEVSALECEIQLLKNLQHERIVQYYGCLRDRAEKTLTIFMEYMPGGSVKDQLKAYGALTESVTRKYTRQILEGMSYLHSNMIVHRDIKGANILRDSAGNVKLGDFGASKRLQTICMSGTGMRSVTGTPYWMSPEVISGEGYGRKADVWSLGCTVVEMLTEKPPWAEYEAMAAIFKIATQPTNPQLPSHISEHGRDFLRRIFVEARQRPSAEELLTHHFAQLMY
NALP1 yeast inh: blocks the NALP1 inflammasome reconstituted in yeast; inhibition, % at 10 µM; AID 2071; hit rate 0.61% among 280,000; S. cerevisiae NALP1/ASC/caspase-1 growth, X-gal OD620, 72 h; in the data active = inhibition mostly above about 24%, no sharp cut-off; inactive = mostly below about 32%; also: some compounds called inactive have numbers as strong as hits
OXTR ag: human OXTR agonism; activation, % at 3 µM; P30559; hit rate 0.32% among 320,000; CHO-OTR cells, Fluo-8 calcium fluorescence; normalized: DMSO 0%, oxytocin 100%;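 active = activation above the mean of all tested compounds plus 3 SD, cutoff set per screening run, cut at about 20% in these data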;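 also: peak over basal fluorescence ratio from a 100 s FLIPR kinetic read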
DNA FID counter: counter-screen for HCV NS3 helicase inhibitors: DNA intercalator displacement; DNA fluorescent intercalator displacement, fluorescence; inhibition, % at 7.9 µM; hit rate 0.17% among 290,000; in the data active = inhibition above about 37%;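 also: 0% = vehicle and 100% = reference compound; higher means more ethidium bromide displaced from hairpin DNA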
PHOSPHO1 block: PHOSPHO1 (human) inhibition; recombinant PHOSPHO1, absorbance phosphatase assay; hit rate 1.1% among 290,000; inhibition, % at 13.3 µM; in the data active = inhibition above about 60%
MEKK2mut PB1 HTS: signal of MEK5 binding to mutant human MEKK2 PB1 domain; bead flow cytometry, Alexa488-MEK5 binding to MEKK2 mutant; percent response, % at 10 µM; hit rate 0.35% among 290,000; AID 1530; in the data active = percent response above about 24%, passing the limit was not always enough; also: inactives centre near 1; some results filed as inactive read as strong as hits; reference of the scale not given here
GPR7 antag: antagonists of human GPR7 (neuropeptides B/W receptor 1); inhibition, % at 4.4 µM; GPR7-expressing cells, fluorescence antagonist assay; hit rate 1.1% among 290,000; P48145; AID 1861; in the data active = inhibition above about 16%, passing the limit was not always enough;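 also: cells stimulated with the agonist NPW; 0% = agonist with vehicle and 100% = vehicle without agonist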
Target sequence (P48145 whole entry, looked up): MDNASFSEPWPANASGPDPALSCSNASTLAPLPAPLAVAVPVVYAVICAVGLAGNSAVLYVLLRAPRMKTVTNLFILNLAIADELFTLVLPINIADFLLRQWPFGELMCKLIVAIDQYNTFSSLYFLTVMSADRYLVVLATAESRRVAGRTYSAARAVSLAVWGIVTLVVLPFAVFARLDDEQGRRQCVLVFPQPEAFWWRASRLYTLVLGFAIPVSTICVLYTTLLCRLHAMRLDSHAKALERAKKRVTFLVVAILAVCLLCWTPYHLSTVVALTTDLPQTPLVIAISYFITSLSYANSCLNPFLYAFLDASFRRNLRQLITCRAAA
The depositor's hits bear a star; / = no result given; & = joins results of further samples.

SMILES	MEKK2wt PB1 HTS	M18AAP inhibitor	MEKK3 PB1 HTS	NALP1 yeast inh	OXTR ag	DNA FID counter	PHOSPHO1 block	MEKK2mut PB1 HTS	GPR7 antag
COc1ccc2c(CC(=O)OCC(=O)Nc3cccc(S(N)(=O)=O)c3)coc2c1	103	4	109	/	-0.6	2	-1	0	-6
O=C1C(c2c(O)[nH]c3ccccc23)=Nc2ccccc21	101&97	6	101&100	12	-0.5	2	12	3&2	-11
O=C(c1ccccc1)C1CCN(C(=O)C2CCC(=O)N(Cc3cccc(F)c3)C2)CC1 (stereo unspecified)	104	-1	103	4	/	-32	26	4	12
COc1ccc(C(=O)Cn2c(=N)n(C)c3ccccc32)cc1	101	4	100	24	-0.2	9	27	-2	-9
CC(C)(C)C1CCC(=NNc2ncc(C(F)(F)F)cc2Cl)CC1 (stereo unspecified)	93	33*	93	-8	-0.4	-3	7	1	1
COc1ccc(Nc2cc(NCCCO)c([N+](=O)[O-])c3nonc23)cc1	101	-3	103	20	-2.1	-6	28	0	1
COc1cccc(OC)c1C(=O)NC(=S)N1CCOCC1	101	-6	98	15	0.8	-4	23	0	-7
Cc1snc(S(=O)(=O)Cc2ccccc2Cl)c1C#N	102	2	104	-5	0.1	-2	16	3	9
Cc1cc(NC(=O)C2CCN(S(=O)(=O)c3c(C)noc3C)CC2)ccc1Br	97	-2	98	7	4.7	-2	23	-8	8
COc1ccc(/C=N\Nc2ccc([N+](=O)[O-])cc2[N+](=O)[O-])c(C(=O)O)c1OC	98	18	100	20	0.6	2	17	1	-6
COC(=O)c1cc(S(=O)(=O)NCc2ccccc2Cl)c[nH]1	103	5	104	18	0.6	-10	20	-1	15
Cc1nn(C)cc1C(C(=O)NC1CCCCC1)N(C(=O)Cc1cccs1)c1ccc(Cl)cc1 (stereo unspecified)	94	2	94	20	5.6	-9	4	-2	-12
CC(=O)Nc1ccc(S(=O)(=O)NNC(=O)C(=O)NNc2ccccn2)cc1	98	8	106	-7	0.3	-8	21	2	-6
CCOC(=O)CC(=O)CSc1nc(C)cc(-c2cccnc2)c1C#N	92	0	93	10	-0.8	-8	32	-4	-17
CCOC(=O)c1ccc[n+](CC(=O)Nc2cc(C(F)(F)F)ccc2Cl)c1	107	7	105	-9	-0.4	12	-35	2	-7
CCCc1nnc(NC(=O)CCC(=O)N2CCN(Cc3ccc(Cl)cc3)CC2)s1	86	-12	99	26	1.9	-34	15	-4	-9
COCCn1nnnc1C(c1ccc(OC)cc1)N1CCN(c2ccccc2F)CC1 (stereo unspecified)	118	-3	122*	-77	-0.8	-28	-14	8	-5
CC(=O)Nc1ccc(S(=O)(=O)NCC2CCC(C(=O)NC(C)c3ccccc3)CC2)cc1 (stereo unspecified)	111	-9	117	5	-0.5	-12	0	1	0
c1ccc(Cn2c(CSc3nnnn3-c3ccccc3)nc3ccccc32)cc1	91	-6	98	0	-2.0	2	-13	-4	-10
CC(SC1=NCCN1S(=O)(=O)c1ccc(F)cc1)c1ccccc1 (stereo unspecified)	103	-4	103	-3	0.7	-23	37	5	-26
O=C(OCc1cc([N+](=O)[O-])cc2c1OCOC2)c1ccccn1	100	3	107	10	0.6	-7	52	-1	-8
Cc1ccc(-c2csc(NC(=O)CCNC(=O)c3ccc(Cl)cc3)n2)cc1	86	-11	90	28	-1.3	-4	42	-11	-10
COc1ccc(S(=O)(=O)NCCc2ccc(F)cc2)cc1	97	7	100	-13	-0.8	-7	24	-7	-5
CCC(C)N(C(=O)COC(=O)Cc1n[nH]c(=O)c2ccccc12)C1CCS(=O)(=O)C1 (stereo unspecified)	104	0	100	26*	0.5	-5	-10	5	-7
Cc1cc(C(=O)CN2C(=O)NC(CC(C)C)C2=O)c(C)n1-c1ccccc1F (stereo unspecified)	84	3	104	-6	-0.9	-37	24	-11	5

Grouped by structure, the compounds so far containing a CF3 group.
SMILES	MEKK2wt PB1 HTS	M18AAP inhibitor	MEKK3 PB1 HTS	NALP1 yeast inh	OXTR ag	DNA FID counter	PHOSPHO1 block	MEKK2mut PB1 HTS	GPR7 antag
CC(C)(C)C1CCC(=NNc2ncc(C(F)(F)F)cc2Cl)CC1 (stereo unspecified)	93	33*	93	-8	-0.4	-3	7	1	1
CCOC(=O)c1ccc[n+](CC(=O)Nc2cc(C(F)(F)F)ccc2Cl)c1	107	7	105	-9	-0.4	12	-35	2	-7

Two compounds drawn at random from those above:
SMILES	MEKK2wt PB1 HTS	M18AAP inhibitor	MEKK3 PB1 HTS	NALP1 yeast inh	OXTR ag	DNA FID counter	PHOSPHO1 block	MEKK2mut PB1 HTS	GPR7 antag
CCOC(=O)c1ccc[n+](CC(=O)Nc2cc(C(F)(F)F)ccc2Cl)c1	107	7	105	-9	-0.4	12	-35	2	-7
COc1cccc(OC)c1C(=O)NC(=S)N1CCOCC1	101	-6	98	15	0.8	-4	23	0	-7

Remaining list, next part:
SMILES	MEKK2wt PB1 HTS	M18AAP inhibitor	MEKK3 PB1 HTS	NALP1 yeast inh	OXTR ag	DNA FID counter	PHOSPHO1 block	MEKK2mut PB1 HTS	GPR7 antag
Cc1ccc(CC(=O)NCCS(=O)c2ccc(Cl)cc2)cc1 (stereo unspecified)	102	-9	101	10	-0.6	-9	25	-2	-9
C/C(N)=C(/C#N)C(=O)CSc1nnc(Cc2ccccc2F)n1N	113	-5	108	8	0.6	-3	15	5	10
Cc1noc(C(=O)N2CCN(Cc3ccc4c(c3)OCO4)CC2)c1Cl	94	-4	96	8	-0.8	-23	-21	-1	0
O=C(Nc1cccc([N+](=O)[O-])c1)c1cc2ccccc2cc1O	101	3	106	-12	25*	12	33	3	9
CCOc1ccc(OCCC(=O)OCC(=O)Nc2ccc(N3CCOCC3)cc2)cc1	98	-3	95	11	2.1	-30	56	5	0
COC(=O)c1cc2ccccc2c(-c2c(O)ccc3ccccc23)c1O	101	-7	103	-31	-0.5	-12	-12	-1	-13
CC(=O)N[C@@H](C)c1nc2ccccc2n1CCCN1CCN(c2nc(-c3ccc(C)cc3)cs2)CC1	107	6	100	25	-2.2	-25	-119	2	-4
O=Cc1ccc2noc(-c3ccc(F)cc3)c2c1	96	7	96	10	-1.0	-6	52	2	-1
Cc1ccc(N(C(=O)Cn2nnc3ccccc32)C(C(=O)NCc2ccco2)c2ccc(C)o2)cc1 (stereo unspecified)	91	2	87	13	/	-21	0	-12	-4
CC(C#N)Sc1nnc(Nc2ccccc2)s1 (stereo unspecified)	95	-13	104	1	-0.8	-3	40	-2	-3
O=C(NCc1n[nH]c(=S)n1-c1cccc(C(F)(F)F)c1)c1ccco1	98	34*	103	-28	-0.2	-15	-32	4	-6
CCOC(=O)Cn1cc(/C=C(\C#N)C(=O)N2CCOCC2)c2ccccc21	106	4	108	/	-1.1	-12	51	6	-9
Clc1cccc(OCCN2CCCC2)c1	107	-5	107	34	-0.4	-2	27	2	-18
Cc1ccc(S(=O)(=O)N2CCSC2)cc1C	101	-1	103	24	-1.2	-3	-17	3	7
O=c1cc(-c2ccc(O)cc2)oc2c([C@@H]3O[C@H](CO)[C@@H](O)[C@H](O)[C@H]3O)c(O)c([C@@H]3O[C@H](CO)[C@@H](O)[C@H](O)[C@H]3O)c(O)c12	97	13	100	32	-0.2	-6	-4	3	-18
CC(=O)N(C)c1ccc(NC(=O)Cc2cccs2)cc1	103	1	103	10	0.0	-3	25	2	-11
CCN1CCN(C(=O)C2CCC(CNS(=O)(=O)c3ccccc3)CC2)CC1 (stereo unspecified)	96	-2	100	16	0.3	-3	8	1	0
CCOc1ncccc1C(=O)OCc1cc(=O)oc2c(C)c(C)ccc12	99	1	93	15	/	-20	11	-1	2
COC(=O)c1sccc1NC(=O)CSCCc1ccccn1	99	5	101	4	-1.0	-11	-29	-2	-6
CC(C)c1ccc(S(=O)(=O)NC2CCCC2)cc1	108	-8	104	10	-1.0	-21	24	5	6
Cc1nc2c(cc1C(=O)N/N=C/c1ccc(O)c(O)c1)c(=O)n(C)c(=O)n2C	93	62*	100	19	-0.7	-1	3	9	-1
CC(C)(C)N1CC(c2nc3ccccc3n2Cc2ccc(Cl)cc2)CC1=O (stereo unspecified)	96	-3	95	13	5.7	-34	25	5	0
COc1ccc(NC(=O)CSc2nc(NS(=O)(=O)c3ccc(C)cc3)cc(=O)[nH]2)cc1	101	5	103	4	0.3	1	45	-1	9
Cc1nc(NC(=O)CN(C)S(=O)(=O)c2ccc(Br)cc2)sc1C	105	10	103	-3	12	-18	14	2	2
CCOC(=O)c1[nH]c(C)c(/C(O)=C2\C(=O)C(=O)N(CCCN(C)C)C2c2ccncc2)c1C (stereo unspecified)	101	4	103	2	/	1	-6	2	14
Further records follow:
SMILES	MEKK2wt PB1 HTS	M18AAP inhibitor	MEKK3 PB1 HTS	NALP1 yeast inh	OXTR ag	DNA FID counter	PHOSPHO1 block	MEKK2mut PB1 HTS	GPR7 antag
CCOC(=O)Cn1c(=O)c2c(nc(Br)n2CC(=O)OCC)n(C)c1=O	98	7	97	4	-0.3	0	-14	-4	-9
CC(C)CC(COCc1cccc(Cl)c1)N1CCN(C(=O)c2cccc(C(F)(F)F)c2)CCC1=O (stereo unspecified)	94	2	107	23	-1.5	-42	4	7	-2
COc1cc(/C=C/C(=O)O)cc(S(=O)(=O)Nc2ccc3[nH]c(=O)[nH]c3c2)c1OC	94	-6	97	2	-0.6	-4	52	-6	-18
COC(=O)C1=C(C)Nc2nnnn2C1c1cccs1 (stereo unspecified)	95	0	98	-10	0.0	0	-3	-5	-6
COc1cc(OC)c(/C=N/NC(=O)COc2cccc3cccnc23)c(OC)c1	106	3	110	-18	-2.2	-34	16	9	-9
COc1ccc(NC(=O)CN(C)CC(=O)Nc2ccc(Cl)cc2[N+](=O)[O-])cc1	86	0	98	-3	5.5	-4	7	-16	-10
COc1ccccc1C(=O)NNC(=O)C1CCCO1 (stereo unspecified)	98	-1	100	12	0.6	-3	43	6	-8
CCCCC(=O)Nc1ccc(C(=O)NN2C(=O)c3ccccc3C2=O)cc1	103	3	100	/	0.3	1	15	4	-9
Fc1ccc(N2CCN(c3cnc4ccccc4n3)CC2)cc1	107	-10	109	12	-0.6	-23	18	6	12
O=C(NCCCn1ccnc1)c1cc(C2CC2)on1	118	5	117	39	0.5	8	-10	10	-8
O=c1c2ccccc2nc(-c2ccc(Cl)cc2Cl)n1O	94	-11	99	-6	-1.4	-4	20	-2	-4
Cc1nnc(SCC(=O)Nc2nc(C(C)(C)C)cs2)s1	98	-5	101	9	6.4	-11	-5	1	-4
C=CCN1c2ccccc2[C@]23C[C@@H](C(=O)OC)N(C(=O)CC(C)C)C2=NC(C(=O)OC)=C(C(=O)OC)[C@H]13	92	/	93	-7	-2.0	/	4	-9	/
CC(C)(C)NC(NC(=O)Cc1ccccc1)C(Cl)(Cl)Cl (stereo unspecified)	105	-1	101	-5	-1.8	1	-8	2	-13
O=C(CSc1cccc2cccc(Cl)c12)OCC(=O)N1CCN(C(=O)c2ccco2)CC1	/	9	/	9	0.5	-14	-25	/	16
COc1ncnc2c1N=C1CC(C)(C)CC(N)=C1S2	/	17	/	-1	1.9	1	31	/	-8
O=C(c1cc(-c2cccs2)nc2ccccc12)N1CCN(S(=O)(=O)c2ccccc2)CC1	87	-4	88	-7	4.0	-25	12	-4	-2
CCc1nc(NCCCCCO)c2nnn(Cc3ccccc3F)c2n1	109	1	111	-22	0.3	-23	7	14	15
Cn1c(N)c(C(=O)NCc2ccccc2)sc1=S	101	21	101	-11	0.7	5	22	5	-6
O=C(NNC(=O)c1cccs1)c1ccc(Cl)cc1	108	-2	105	12	0.1	0	-7	4	-17
CCOC(=O)CNc1nc(C(C)(C)C)nc2c1nnn2Cc1ccccc1	105	-7	105	8	-0.1	-27	19	9	-13
COc1ccc(/C=N/NC(=O)c2nnn(-c3nonc3N)c2-c2cccs2)cc1OC	95	5	101	35	5.8	-20	44	-1	2
CC(C)NC(=S)NC(=O)c1ccc(-c2ccccc2)cc1	113	-6	96	27	13	-17	1	9	-12
COc1cc(-c2nc(-c3ccccn3)no2)cc(OC)c1OC	107	4	91	0	-0.3	-20	3	4	-7

Screening data from PubChem BioAssay.
